p53 reactivator: restores transcriptional activity of mutant p53 | Potency, µM (titrated, usually from 92.2 µM), for the others: at the top dose activity change, positive = activation, actives largely listed as activators | 320,000 compounds, 0.063% hits | H1299 p53-A138V BP100-luciferase reporter, luminescence, 24 h; further: % of control where 0% means no effect; nearly all actives have a fitted effect of over 45% in size
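H1299 (p53-null), stable ts p53-A138V + BP100-Luc; 1000 cells/well, Opti-MEM/10% FBS; cpd 4 pt, 1:5; 24 h, 37 deg C, 5% CO2; detection reagent 10 min RT; luminescence.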
VP16 counter: inhibits Gal4-VP16 luciferase reporter, ROR gamma counter-screen; Drosophila S2 Gal4-VP16 UAS-luciferase, luminescence, 20 h; Potency, µM (titrated, usually from 53.6 µM), for the others: at the highest dose activity, negative = inhibition, most hits filed as inhibitors; 310,000 compounds, 3.5% hits; AID 2546;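 further: Gal4-VP16 expression switched on by copper sulfate through the metallothionein promoter; on the % scale 0 is the no-effect control and ±100 the full control effect; nearly all actives have a fitted effect of over 50% in size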
ELG1 genotoxic: genotoxicity induction in ELG1-luciferase HEK293T cells | HEK293T ELG1-luciferase reporter, luminescence, 16 h | Potency, µM (highest dose often 46 µM), for inactives: at the highest dose activity change, positive = activation, actives largely listed as activators | 330,000 compounds, 1.3% hits; further: % of control where 0% means no effect; nearly all actives have a fitted effect of over 60% in size
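Quantitative HTS format in 1536-well plates. HEK293T ELG1-luciferase reporter cells receive test compound and are incubated 16 hr at 37 °C, 5% CO2; ONE-Glo added, 30 min room temperature, then luminescence read.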
uPA surface inh: cell surface uPA generation inhibition; cell surface uPA generation assay, qHTS; Potency, µM (top dose mostly 38.3 µM), without a hit: top-dose activity change, negative = inhibition, hits mostly inhibitors; 330,000 compounds, 0.31% hits; active means well fitted inhibition curve with a large enough effect; inconclusive means small, poorly fitted or top-dose-only effect; inactive means no such curve, though single readings can be large or run the other way; tested in mouse RAW 264.7 cells; further: on the % scale 0 is the no-effect control and ±100 the full control effect; nearly all actives have a fitted effect of over 55% in size
NPC1 promoter act: activators of NPC1 promoter | Huh7 NPC1 promoter luciferase reporter, 24 h | Potency, µM (series often up to 9.22 µM), for the others: at the highest dose activation, hits mostly activators | 320,000 compounds, 2.4% hits;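 further: % of control where 0% means no effect; nearly all actives have a fitted effect of over 60% in size; reporter is driven by a mutant NPC1 promoter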
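Cells: Huh7 expressing luciferase under the NPC1 promoter, 1500/well. Seeded 2 h, compound added, incubated 24 h at 37 °C. Luciferase reagent, 10 min ambient, then luminescence.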
BRCA1 expr act: BRCA1 expression activation. MCF7-BRCA1-FFLuc reporter, luminescence, 48 h; response scale: scaled: vehicle 0%, 10 µM genistein 100%. 380,000 compounds, 1.1% hits. Potency, µM (titrated, usually from 46.1 µM), without a hit: at the highest dose activation, most hits filed as activators; further: nearly all actives have a fitted effect of over 80% in size; some results filed as inactive show a strong effect at the top dose
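MCF7-BRCA1-FFLuc, 2000 cells/well; 2 h attach, 37 °C/5% CO2; compound 48 h; luciferase substrate 15 min; luminescence end-point. Norm. to genistein 10 microM max activation and DMSO; concentration-response curves fitted.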
Rab9 promoter act: Rab9 promoter activation; Huh7 Rab9 promoter-luciferase reporter, luminescence, 24 h; 320,000 compounds, 2.8% hits; Potency, µM (highest dose often 9.22 µM), for inactives: top-dose activation, negative = inhibition, most hits filed as activators; further: % of control where 0% means no effect; nearly all actives have a fitted effect of over 60% in size
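Promoter activation is measured as luciferase luminescence in Huh7 cells stably transfected with a Rab9 promoter–luciferase construct, following 24 h compound exposure at 37 °C and 10 min reagent incubation at ambient temperature.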
RORgamma inh: inhibitors of mouse ROR gamma transcriptional activity | P51450 | Drosophila S2 Gal4-RORgamma UAS-luciferase reporter, 20 h | Potency, µM (top dose mostly 53.6 µM), for inactives: top-dose activity change, negative = inhibition, usual class: inhibitors | 310,000 compounds, 5.4% hits | AID 2551; further: on the % scale 0 is the no-effect control and ±100 the full control effect; nearly all actives have a fitted effect of over 60% in size
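Drosophila S2 cells stably expressing Gal4-DBD/mouse RORγ fusion under metallothionein promoter plus UAS-luciferase; compound 1 h, then 700 uM CuSO4 induction for 20 h at ambient temperature; inhibition read as reduced luminescence.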
MBNL1 CUG block: blocks human MBNL1 binding to CUG repeat RNA. TR-FRET MBNL1-His/biotin-(CUG)12 binding, 665/545 ratio. Potency, µM (titrated, usually from 57.5 µM), without a hit: at the highest dose activity change, negative = inhibition, most hits filed as inhibitors. 280,000 compounds, 0.036% hits. AID 2675; active means well fitted inhibition curve with a large enough effect in the signal ratio, with a control signal flat, not every such curve was filed as active; inconclusive means small, poorly fitted or top-dose-only effect, or effect the other way, or a change in a side signal; inactive means no such curve, though single readings can be large or run the other way; the % refers to the signal ratio; further: on the % scale 0 is the no-effect control and ±100 the full control effect
Target sequence (Q9NR56 whole entry, looked up): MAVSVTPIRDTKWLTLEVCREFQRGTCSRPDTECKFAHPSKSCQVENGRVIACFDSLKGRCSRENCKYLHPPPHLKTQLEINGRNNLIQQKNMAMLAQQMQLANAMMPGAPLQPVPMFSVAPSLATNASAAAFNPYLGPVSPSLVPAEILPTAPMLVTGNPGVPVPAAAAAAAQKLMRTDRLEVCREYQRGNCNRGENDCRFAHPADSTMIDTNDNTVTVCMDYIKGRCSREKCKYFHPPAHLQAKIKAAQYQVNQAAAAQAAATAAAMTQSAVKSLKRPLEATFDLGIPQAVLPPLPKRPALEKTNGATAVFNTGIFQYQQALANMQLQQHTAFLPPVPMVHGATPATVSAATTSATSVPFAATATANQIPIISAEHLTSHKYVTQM
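Inhibition of protein-RNA binding appears as loss of TR-FRET between terbium anti-His antibody on MBNL1-His and streptavidin-XL665 on biotin-(CUG)12. Activity is normalized to buffer-only and uninhibited-complex controls.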
FLuc counter: firefly luciferase modulation, counter-screen for miR-21 project; P08659; purified FLuc, Km substrates, luminescence inhibition; Potency, µM (titrated, usually from 57.5 µM), without a hit: at the highest dose activity change, negative = inhibition, most hits filed as inhibitors; 360,000 compounds, 6.9% hits;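 further: plate controls were vehicle for no effect and reference inhibitor for full effect; nearly all actives have a fitted effect of over 55% in size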
Target sequence (P08659 whole entry, looked up): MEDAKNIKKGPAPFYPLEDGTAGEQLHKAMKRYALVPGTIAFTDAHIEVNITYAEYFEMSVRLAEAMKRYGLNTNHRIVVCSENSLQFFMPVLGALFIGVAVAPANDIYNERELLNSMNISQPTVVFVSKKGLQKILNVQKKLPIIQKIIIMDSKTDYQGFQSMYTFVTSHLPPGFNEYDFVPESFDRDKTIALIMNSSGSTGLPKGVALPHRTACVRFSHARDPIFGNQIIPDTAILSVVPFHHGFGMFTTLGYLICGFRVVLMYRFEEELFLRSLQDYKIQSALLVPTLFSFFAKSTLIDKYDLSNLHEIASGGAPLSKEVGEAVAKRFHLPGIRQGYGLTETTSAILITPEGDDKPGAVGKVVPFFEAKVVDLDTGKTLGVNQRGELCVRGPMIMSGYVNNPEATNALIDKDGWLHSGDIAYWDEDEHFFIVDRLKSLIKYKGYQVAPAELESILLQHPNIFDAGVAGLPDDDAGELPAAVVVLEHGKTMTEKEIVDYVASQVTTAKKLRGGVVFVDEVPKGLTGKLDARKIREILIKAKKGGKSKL
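Purified P. pyralis luciferase, 10 nM final, with Km-level 10 uM D-luciferin and 10 uM ATP in 50 mM Tris acetate pH 7.5, 10 mM Mg acetate, 0.01% Tween-20, 0.05% BSA; 6-point qHTS titration about 60 µM downward; luminescence read.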
* marks the source's active call; other numbers are inactive results; ? = inconclusive; . = no result given; [ ] = dose if it differs, or a comment. Unless noted, the call rests on the fitted dose curve; in most records, active means well fitted curve in the direction sought with a large enough effect; inconclusive means small, poorly fitted or top-dose-only effect, or another doubt; inactive means no such curve, though single readings can be large; an effect the other way counts as inactive or inconclusive. Potency means the concentration at half of the fitted maximal effect.

SMILES,p53 reactivator,VP16 counter,ELG1 genotoxic,uPA surface inh,NPC1 promoter act,BRCA1 expr act,Rab9 promoter act,RORgamma inh,MBNL1 CUG block,FLuc counter
CC(Oc1cccc(Br)c1)C(=O)N1CCCN(C)CC1 (stereo not drawn),-1%,1%,-7%,18%,0%,-3%,-1%,1%,-7%,0%
Cc1cc(Cl)ccc1C(=O)C1CCCN(C(=O)c2cncs2)C1 (stereo not drawn),-1%,-25%,-3%,-2%,1%,-16%,0%,-3%,-1%,0%
N#Cc1c2n(c3c(=O)n(Cc4ccccc4)cnc13)CCCC2,7%,.,-6%,.,-5%,-2%,-2%,-40%[0.365 µM],-7%,0%
COc1cc(C(=O)Nc2c(C)cc(C)cc2C)c([N+](=O)[O-])cc1OC,9%,-1%,-1%,0%,-2%,-15%,-1%,-2%,.,-1%
Cc1ccc(S(=O)(=O)Nc2ccccc2/C=N/c2nc3ccccc3n2C)cc1,-16%,-30%,-3%,-20%,2%,-43%,-3%,-21%,-29%,0%
COc1ccc(Br)cc1CN(C)CC(=O)NCCc1ccccc1,-1%,-5%,-6%,2%,1%,-37%,1%,28%,1%,-9%
Cc1ccc(NC(=O)CNCc2ccccc2)cc1Br,20%,-21%,4%,-1%,1%,46%,20%,24%,-5%,-13%
O=C(COC(=O)c1cccs1)Nc1nc(-c2ccccc2)cs1,6%,1%,2%,-4%,6%,84%,20%,8%,4%,-7%
CC(=O)c1ccc(NC(=O)CN2C(=O)NC3(CCc4ccccc43)C2=O)cc1 (stereo not drawn),2%,.,-1%,-14%,.,-3%,.,.,.,.
COc1ccc(/C=N/n2cnnc2)cc1Cn1nc(C)c([N+](=O)[O-])c1C,-3%,-5%[10 µM],-9%,-4%,-3%,-1%,19%,?,-2%,7%
N#Cc1nc(-c2cccs2)oc1NCCCN1CCOCC1,1%,16%,0%,0%,2%,18%,-5%,6%,9%,1%
COc1ccc(CNC(=O)CN(Cc2ccc(OC)cc2)C(=O)CCC(=O)Nc2ccccn2)cc1,-2%,5%,-1%,4%,1%,-26%,2%,5%,-1%,-2%
Cc1cc(C)c(S(=O)(=O)N2CCOCC2)c(C)c1N(C)S(=O)(=O)c1ccccc1,-16%,-9%,-11%,1%,3%,-21%,-2%,-31%,-5%,0%
COC(=O)C1=C(C)NC(=O)CC1c1ccc(F)c(Br)c1 (stereo not drawn),-10%,-1%,-1%,.,-1%,4%,-3%,5%,19%,1%[2.3 µM]
CCN(Cc1cccs1)C(=O)CN1C(=O)NC2(CCCc3ccccc32)C1=O (stereo not drawn),4%,.,1%,7%,-1%,-30%,0%,.,.,0%
CSc1nnc(-c2ccccc2N=Cc2c(C)[nH]n(-c3ccc4ccccc4c3)c2=O)c(=O)[nH]1,9%,-16%,19%,-13%,18%,72%,7%,35%,9%,9.5µM*
CNC(=O)c1ccccc1S(=O)c1ccccc1COC(C)=O (stereo not drawn),0%,-5%,0%,3%,-3%,-17%,-6%,30%,-1%,4%
COc1ccccc1N1CCN(C(=O)CSc2nc3ccccc3o2)CC1,3%,9%,-1%,.,12%,8%,13%,0%,-1%,?
COc1ccc(-c2nnc(SCC(=O)Nc3cc(C)on3)o2)cc1,1%,?,12%,0%,16%,8%,27%,11µM*,-2%,-9%
COc1ccc(OCC(O)CN(CCO)CC(O)Cn2ccc3ccccc32)cc1 (stereo not drawn),-3%,-11%,-4%,-4%,-1%,5%,-1%,11%,-2%,5%
COC(=O)CSc1nc(N)c2c3c(sc2n1)CCCC3,17%,5%,13%,-2%,1%,-3%,5%,?,3%,9.5µM*
CCc1cc(=O)oc2cc(C)cc(OC(C)C(=O)NCCCn3ccnc3)c12 (stereo not drawn),-3%,-3%,3%,0%,1%,1%,-6%,-6%,-1%,0%
CCOc1cc(CNn2cn[nH]c2=S)cc(Cl)c1OCc1ccccc1F,-16%,6.3µM*,-7%,2%,-1%,-38%,-2%,7.9µM*,-6%,1%
CC(=O)c1c(C(C)=O)c(C)n(-c2ccc3ncccc3c2)c1C,-6%,5%,-6%,1%,-4%,3%,-9%,-10%,4%,0%
CCn1ncc(Br)c1C(=O)Nc1ccccc1C(F)(F)F,-2%,-4%,0%,-5%,11%,0%,-4%,21%,-14%,5%
Cc1cc(C(=O)NC(CC(C)C)C(=O)O)cc(C)c1[N+](=O)[O-] (stereo not drawn),-8%,7%,-1%,0%,0%,-25%,0%,-2%,-8%,-19%
COc1cccc(CNC(=S)Nc2cc(OC)ccc2OC)c1,5%,?,-4%,-1%,-1%,-5%,-1%,13µM*,-3%,-5%
Clc1cc2cccnc2c2ncccc12,?,.,0%,-1%,-5%,-71%,-21%,.,.,-5%
O=C(c1ccc2c(=O)n(-c3ccccc3)c(=S)[nH]c2c1)N1CCN(c2ccccc2)CC1,12%,.,-6%,-3%,-3%,-18%,-1%,.,.,.
Cc1ccc(CCN2CC(C(=O)NCc3ccc4c(c3)OCO4)CC2=O)cc1 (stereo not drawn),-4%,-5%,-4%,0%,3%,18%,-8%,2%,-3%,-2%

Some of the entries above in a different format:
canonical_smiles: CC(Oc1cccc(Br)c1)C(=O)N1CCCN(C)CC1 (stereo not drawn)
- p53 reactivator: -1%
- VP16 counter: 1%
- ELG1 genotoxic: -7%
- uPA surface inh: 18%
- NPC1 promoter act: 0%
- BRCA1 expr act: -3%
- Rab9 promoter act: -1%
- RORgamma inh: 1%
- MBNL1 CUG block: -7%
- FLuc counter: 0%
canonical_smiles: Cc1ccc(CCN2CC(C(=O)NCc3ccc4c(c3)OCO4)CC2=O)cc1 (stereo not drawn)
- p53 reactivator: -4%
- VP16 counter: -5%
- ELG1 genotoxic: -4%
- uPA surface inh: 0%
- NPC1 promoter act: 3%
- BRCA1 expr act: 18%
- Rab9 promoter act: -8%
- RORgamma inh: 2%
- MBNL1 CUG block: -3%
- FLuc counter: -2%
canonical_smiles: COc1ccccc1N1CCN(C(=O)CSc2nc3ccccc3o2)CC1
- p53 reactivator: 3%
- VP16 counter: 9%
- ELG1 genotoxic: -1%
- uPA surface inh: .
- NPC1 promoter act: 12%
- BRCA1 expr act: 8%
- Rab9 promoter act: 13%
- RORgamma inh: 0%
- MBNL1 CUG block: -1%
- FLuc counter: ?

The listing picks up, starting 3 compounds before the break.
SMILES,p53 reactivator,VP16 counter,ELG1 genotoxic,uPA surface inh,NPC1 promoter act,BRCA1 expr act,Rab9 promoter act,RORgamma inh,MBNL1 CUG block,FLuc counter
Clc1cc2cccnc2c2ncccc12,?,.,0%,-1%,-5%,-71%,-21%,.,.,-5%
O=C(c1ccc2c(=O)n(-c3ccccc3)c(=S)[nH]c2c1)N1CCN(c2ccccc2)CC1,12%,.,-6%,-3%,-3%,-18%,-1%,.,.,.
Cc1ccc(CCN2CC(C(=O)NCc3ccc4c(c3)OCO4)CC2=O)cc1 (stereo not drawn),-4%,-5%,-4%,0%,3%,18%,-8%,2%,-3%,-2%
COC(=O)C1C(=O)C=C(Nc2ccc(F)cc2F)CC1c1ccc(OC)cc1 (stereo not drawn),2%,-5%,3%,-5%,-1%,49%,16%,44%,.,-19%
Cc1ccccc1S(=O)(=O)Cc1ccc(C(=O)NCCCN2CCCC2)o1,6%,-15%,-4%,?,-4%,-7%,-1%,-6%,-5%,4%
COCCNC(=O)CN(C(=O)c1ccc(N2CCCC2)nc1)c1ccccc1,1%,-5%,4%,7%,1%,0%,-2%,23%,0%,0%
COc1ccccc1-c1nc(SCC(=O)N2CCC(C(N)=O)CC2)n[nH]1,5%,.,1%,2%,2%,-10%,?,.,.,-7%
Cc1ccc(S(=O)(=O)NCc2ccccn2)c(C)c1C,-25%,-7%,-2%,8%,-1%,3%,0%,?,-9%,4%
CCN(CC)C(=O)[C@H]1C[C@H](CC(=O)NCc2cccc(C(F)(F)F)c2)C(=O)N2CCc3c([nH]c4ccc(Cl)cc34)[C@]12C,-13%,.,-2%,?,.,-73%,.,.,.,.
CCOCCCn1c(=NC(C)=O)c(C#N)cc2c(=O)n3ccccc3nc21,-2%,-2%,-1%,0%,0%,0%,0%,-1%,?,0%
Cc1ccc(S(=O)(=O)N2CCOC23CCN(C(=O)c2ccccc2Br)CC3)cc1,-5%,13%,-2%,-8%,-1%,10%,0%,-22%,1%,-2%
CCN1CCN(C(=O)c2nn(C)c3c2CS(=O)(=O)c2ccccc2-3)CC1,5%,-10%,0%,0%,1%,7%,-7%,-44%,-2%,1%
CC(C)(C)NC(=O)CSCc1ccc(Br)cc1,-2%,1%,-1%,-6%,-3%,41%,-1%,-11%,-9%,-4%
Cc1ccc(CSc2nc3ccccc3c(=O)n2C)cc1,5%,?,-3%,-14%,-4%,-39%,-6%,?,-2%,-11%
CCN(C(=O)CSc1nc(C)cc(=O)[nH]1)C1CCCCC1,-8%,.,4%,7%,.,-12%,.,.,.,.

Assay outcomes from PubChem BioAssay.
